Chronic BCR inh: inhibitors of chronic active B-cell receptor signaling. ABC-DLBCL IkBa-CBG/CBR reporter, luminescence ratio, 4 h. 340,000 tested, 0.05% active. Potency, µM (highest dose often 46.1 µM), for inactives: at the highest dose ratio change, negative = lower green/red ratio, hits mostly inhibitors; active = well fitted inhibition curve with a large enough effect in the signal ratio, with a control signal flat, not every such curve was filed as active; inconclusive = small, poorly fitted or top-dose-only effect, or effect the other way, or a change in a side signal; the % refers to the signal ratio;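 note: potency is the fitted concentration of half-maximal effect; plate controls were basal doxycycline-induced cells for no effect and cells given 10 µM MG132 for full effect; MG132 reads +100%, hits lower the ratio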
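Cell line TMD8 (human ABC DLBCL), stably expressing tet-inducible CBG68-IkBa fusion and CBR; IMDM/0.5% FBS; cpd up to 46 uM; dox induction, 4 h, 37C/5% CO2; dual luminescence; green/red ratio; MG132 control.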
Tb PFK inh: blocks T. brucei phosphofructokinase. Potency, µM (top dose mostly 57.5 µM), for the others: at the highest dose activity, negative = inhibition, actives largely listed as inhibitors. T. brucei PFK, ADP-Glo luminescence. 330,000 tested, 0.17% active. AID 485367;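 note: potency is the fitted concentration of half-maximal effect; 0% = uninhibited 1x PFK enzyme wells and -100% = no-enzyme wells; nearly all actives have a fitted effect of over 60% in size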
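Activity is normalized to no-enzyme wells (full inhibition) and 1.25 nM enzyme wells (no inhibition). Reaction: 0.5 mM F6P, 0.1 mM ATP, 45 min RT, ADP-Glo luminescence; concentration-response curves fitted and classed by quality.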
TSHR antagonist: human thyrotropin receptor antagonism; P16473; AID 504810; 330,000 tested, 0.2% active; TSHR-expressing cells, TSH-stimulated cAMP HTRF, 2 h; active compounds read low; activity change, negative = inhibition, % at 11.5 µM;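 active = activity change below a set negative limit, meaning inhibition stronger than a set level, cut at about -70% in these data; inconclusive = activity change between two set negative limits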; note: % is set by controls: 0 for no effect and ±100 for the full control effect
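Inhibition of cAMP made by TSHR-expressing cells under TSH stimulation (4nM final, EC80; 2 h, 37 deg C) is quantified with a one-step lysis HTRF kit, anti-cAMP cryptate versus cAMP-d2.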
Eya2 inh: Eya2 (human) phosphatase inhibition; AID 488837; 330,000 tested, 0.006% active; O00167; recombinant Eya2, OMFP fluorescence dephosphorylation (OMFP is methylfluorescein phosphate); Potency, µM (series often up to 76.9 µM), for inactives: top-dose activity, negative = inhibition, hits mostly inhibitors; note: potency is the fitted concentration of half-maximal effect; % is set by controls: 0 for no effect and ±100 for the full control effect
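Eya2 protein (added as 0.2 uM solution) was preincubated with compound for 10 min at ambient temperature in 50 mM HEPES pH 7.5, 50 mM NaCl, 5 uM MgCl2, 0.05% BSA, 1 mM DTT. OMFP (added at 50 uM) then reacted 10 min; fluorescence read at 485/525 nm.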
Mito fusion act: blocks mitochondrial division or promotes mitochondrial fusion. S. cerevisiae fusion-defective mutant growth rescue, CellTiterGlo 48 h. Potency, µM (series often up to 46.1 µM), for the others: top-dose growth rescue (activation), hits mostly activators. 320,000 tested, 0.23% active. AID 485298;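 note: potency is the fitted concentration of half-maximal effect; % of control where 0% means no effect; nearly all actives have a fitted effect of over 45% in size; temperature-sensitive fusion mutants such as fzo1-1 at 37 °C on non-fermentable ethanol glycerol medium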
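Read-out: ATP-based luminescence (CellTiterGlo, 10 min ambient) reporting growth of fusion-defective ts yeast after 48 hours at 37C on glycerol/ethanol YPEG medium in the presence of compound.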
B2AR arrestin: beta2AR (human) beta-arrestin recruitment activity; beta-arrestin recruitment to beta2AR, cell-based reporter; 330,000 tested, 0.02% active; AID 492947; Potency, µM (top dose mostly 46.1 µM), inactives show at the highest dose activation, hits mostly activators;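 note: potency is the fitted concentration of half-maximal effect; 0% = DMSO controls and full agonism = EC100 isoproterenol or metaproterenol; nearly all actives have a fitted effect of over 65% in size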
Target sequence (P07550 whole entry, looked up): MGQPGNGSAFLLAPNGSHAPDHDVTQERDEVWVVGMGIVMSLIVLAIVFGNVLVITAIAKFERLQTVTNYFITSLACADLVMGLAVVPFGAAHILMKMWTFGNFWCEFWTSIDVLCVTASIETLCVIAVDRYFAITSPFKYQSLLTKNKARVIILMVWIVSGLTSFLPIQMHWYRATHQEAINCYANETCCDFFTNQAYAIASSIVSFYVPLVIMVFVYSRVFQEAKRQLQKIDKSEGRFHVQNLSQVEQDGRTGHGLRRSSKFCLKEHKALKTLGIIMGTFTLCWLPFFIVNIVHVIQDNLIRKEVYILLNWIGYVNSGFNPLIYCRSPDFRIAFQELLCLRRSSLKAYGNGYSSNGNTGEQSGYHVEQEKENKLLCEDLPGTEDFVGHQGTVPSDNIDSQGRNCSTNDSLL
USP2a inh: USP2a (human) protease inhibition; USP2 core, Ub-CHOP2 coupled fluorogenic reporter, 485/531; O75604; Potency, µM (highest dose often 38.3 µM), for inactives: top-dose activity change, negative = inhibition, hits mostly inhibitors; 330,000 tested, 0.01% active;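 note: potency is the fitted concentration of half-maximal effect; plate controls were DMSO wells for no effect and full inhibition by NEM control for full effect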
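USP2 core (10nM final) preincubated 30min RT with compound in 20mM Tris-HCl pH 8.0, 2mM CaCl2, 2mM beta-mercaptoethanol, 0.05% CHAPS; 25nM Ub-CHOP2 plus 25nM reporter substrate added, fluorescence (Ex485/Em531) read after 60min.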
TCR act: activators of T cell receptors; primary human leukocytes, anti-CD3, IL-2 HTRF, 48 h; 330,000 tested, under 10 active; AID 504894; Potency, µM (doses to about 9.22 µM), for inactives: at the top dose activation of IL-2 secretion, usual class: activators; note: % of control where 0% means no effect
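Using a-CD3 beads without co-stimulation, primary human leukocytes were exposed to compounds for 48 hr. An HTRF IL-2 kit measured the cytokine, with europium-to-d2 energy transfer producing emission at 665nm upon 320nm excitation.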
uPA surface inh: blocks generation of uPA at the cell surface; cell surface uPA generation assay, qHTS; AID 540303; 330,000 tested, 0.31% active; Potency, µM (series often up to 38.3 µM), inactives show at the highest dose activity change, negative = inhibition, hits mostly inhibitors; active = well fitted inhibition curve with a large enough effect; inconclusive = small, poorly fitted or top-dose-only effect; inactive = no such curve, though single readings can be large or run the other way; tested in mouse RAW 264.7 cells; note: potency is the fitted concentration of half-maximal effect; % is set by controls: 0 for no effect and ±100 for the full control effect; nearly all actives have a fitted effect of over 55% in size
PTAP TSG101 blk: blocks PTAP/TSG101 interaction to inhibit HIV-1 budding | Q99816 | Fluorescence polarization, FITC-PTAP peptide / Tsg101 binding | Potency, µM (top dose mostly 115 µM), for the others: top-dose activity change, negative = inhibition, most hits filed as inhibitors | 340,000 tested, under 10 active | AID 493005; active = well fitted inhibition curve with a large enough effect in the main read-out, with a control signal flat, not every such curve was filed as active; inconclusive = small, poorly fitted or top-dose-only effect, or effect the other way, or a change in a side signal; inactive = no such curve, though single readings can be large or run the other way; note: potency is the fitted concentration of half-maximal effect; % of control where 0% means no effect
Target sequence (Q99816 whole entry, looked up): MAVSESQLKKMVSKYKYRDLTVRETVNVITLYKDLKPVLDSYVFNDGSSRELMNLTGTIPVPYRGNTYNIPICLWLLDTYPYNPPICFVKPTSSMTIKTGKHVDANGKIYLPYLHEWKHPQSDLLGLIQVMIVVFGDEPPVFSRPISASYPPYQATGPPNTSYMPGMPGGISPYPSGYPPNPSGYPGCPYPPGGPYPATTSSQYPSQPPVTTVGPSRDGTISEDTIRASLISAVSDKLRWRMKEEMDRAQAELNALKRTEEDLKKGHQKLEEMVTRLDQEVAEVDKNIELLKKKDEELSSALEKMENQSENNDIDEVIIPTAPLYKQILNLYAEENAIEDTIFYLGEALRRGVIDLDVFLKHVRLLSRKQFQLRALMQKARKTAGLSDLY
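Steps: Tsg101 binding domain dispensed (10 uM final), compounds pinned in DMSO, FITC-labeled PTAP-motif peptide added (50 nM final); after 20 min binding at room temperature, polarization measured.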
ELG1 repair inh: inhibitors of ELG1-dependent DNA repair in HEK293T cells; AID 504467; 330,000 tested, 2.3% active; Potency, µM (titrated, usually from 46.1 µM), for inactives: top-dose activity change, negative = inhibition, usual class: inhibitors; HEK293T ELG1-luciferase reporter, luminescence, 16 h; DNA damage induced by 5-fluorouridine; note: potency is the fitted concentration of half-maximal effect; % is set by controls: 0 for no effect and ±100 for the full control effect; nearly all actives have a fitted effect of over 55% in size
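Overnight (16 hr) co-exposure of 2,000 cells/well to 5-fluorouridine and compound at 37 °C preceded detection. Luciferase was quantified via ONE-Glo luminescence; loss of signal denotes inhibition.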
* marks the source's active call; other numbers are inactive results; u = inconclusive; x = not tested or not shown; [ ] = dose if it differs, or a comment. Unless noted, calls come from the whole dose curve; as a rule, active = well fitted curve in the direction sought with a large enough effect; inconclusive = small, poorly fitted or top-dose-only effect, or another doubt; inactive = no such curve, though single readings can be large; an effect the other way counts as inactive or inconclusive.

SMILES	Chronic BCR inh	Tb PFK inh	TSHR antagonist	Eya2 inh	Mito fusion act	B2AR arrestin	USP2a inh	TCR act	uPA surface inh	PTAP TSG101 blk	ELG1 repair inh
COc1ccccc1N(C)S(=O)(=O)c1ccc(C(=O)NCC(C)C)cc1	3%	4%	15	9%	4%	-0.3%	-1%	5%	x	0%	u
O=C(CN(CC1CCCO1)C(=O)CNS(=O)(=O)c1ccccc1)NCc1ccc(F)cc1 (configuration not stated)	-4%	-1%	11	-7%	1%	0.9%	-4%	-2%	-2%	-2%	4%
CCc1ccc(C(=O)N2CCN(c3ccc(F)cc3)CC2)s1	2%	0%	-10	0%	1%	0.3%	5%	x	x	-4%	u
COc1ccc(OCCN2C(=O)NC3(CCc4ccccc4C3)C2=O)cc1 (configuration not stated)	-6%	0%	13	-3%	3%	-1.5%	-1%	8%[46.1 µM]	3%	-6%	0%
CC(O)c1nc2ccccc2n1C1CCCCC1 (configuration not stated)	u	0%	0	5%	-7%	0.0%	-1%	x	-3%	-2%	10%
COc1cc(C(=O)Nc2nc(-c3cc(C)ccc3C)c(C)s2)ccc1OCC(=O)Nc1ccc(F)cc1	6%	-1%	-8	11%	-4%	-0.5%	4%	-3%[46.1 µM]	2%	-1%	-18%
CCc1ccc(OCC(=O)Nc2ccc(CN3CCCCC3)cc2)cc1	3%	-4%	1	-10%	u	-0.9%	4%	-2%[46.1 µM]	4%	-2%	-1%
C=CCNC(=O)c1onc(CSc2cccc(OCC)c2)c1C(=O)O	u	-14%	-3	16%	2%	5.1%	3%	6%	10%	-3%	15%
CC(=O)[C@@]1(O)CCC2C3CC[C@H]4C[C@@H](O)CC[C@]4(C)C3CC[C@@]21C (some centres not stated)	5%	0%	-2	-9%	x	0.2%	1%	1%	4%	-10%	0%
COc1ccc(C(=O)CSc2nnc3ccccn23)cc1OC	1%	-1%	-7	14%	-2%[9.22 µM]	-1.1%	-1%	-2%	7%	-5%	u
Cc1nn(CC#N)c(=O)n1-c1ccccc1F	-10%	1%	-12	-14%	-2%	-0.1%	2%	-3%	3%	-9%	7%
OC(COc1ccccc1)CN1CCCCCC1 (configuration not stated)	3%	0%	-8	5%	17%	-0.4%	3%	-1%	0%	1%	12%
COc1ccc(C2=NN(CCC(=O)NC3CCC(C)CC3)C(=O)CC2)cc1 (configuration not stated)	0%	0%	-12	5%	2%	-0.1%	0%	-2%	6%	-2%	-3%
O=C(OCC(=O)N1CCCc2ccccc21)c1ccc(F)c(S(=O)(=O)N2CCOCC2)c1	-8%	0%	-5	-28%	-9%	0.4%	4%	4%	-2%	-1%	-11%
Cc1ccc2nc(-c3ccccc3)c(CN3CCN(c4ccccc4F)CC3)n2c1	-9%	1%	0	20%	-3%	-0.2%	0%	-1%	-17%	-4%	-16%
CN1C(C)(C)CC(=NOC(=O)c2ccccc2)CC1(C)C	1%	-1%	6	-4%	3%	-0.5%	-1%	x	-2%	-5%	-5%
CCCCn1c(SC(C)C(N)=O)nc2cc(C(=O)OC)ccc2c1=O (configuration not stated)	10%	1%	26	-12%	1%	-3.6%	0%	3%	-3%	-4%	5%
O=C(Nc1ccc2cn[nH]c2c1)c1ccc(S(=O)(=O)N2CCOCC2)cc1	-1%	5%	5	15%	4%	-0.1%	2%	x	1%	-5%	12%
O=[N+]([O-])c1ccc(SCc2c(F)cccc2Cl)nc1	u	-1%	-4	6%	2%	-0.3%	1%	4%	-4%	-2%	u
Cc1nc(NC2=NCN(CCCN3CCOCC3)CN2)nc2c(C)cccc12	-8%	0%	5	-31%	-6%	-0.3%	-7%	3%	1%	-1%	-5%
Cc1cc(C(=O)O)ccc1NCc1cccnc1	0%	0%	3	-2%	-2%	-0.2%	1%	x	-5%	-1%	-2%
COc1ccc(CNC(=O)Cn2cccc2C(=O)c2ccccc2)cc1	-11%	0%	-1	-1%	1%	0.4%	-1%	-6%	5%	-8%	u
CCCCCNC(=O)C(C)Sc1ccc(Cl)cc1 (configuration not stated)	2%	-1%	-10	-9%	5%	-0.8%	-7%	-2%	x	-5%	-6%
c1ccc(-c2[nH]ncc2CN2CCN(Cc3ccc4c(c3)OCO4)CC2)cc1	-7%	-4%	9	8%	-6%	0.4%	2%	3%	0%	0%	11%
CC(C)=CCCC(C)CN1CCC(n2nccc2NC(=O)c2cccnc2)CC1 (configuration not stated)	0%	-4%	3	6%	-1%	0.0%	-1%	5%	3%	1%	-20%
Cc1nc2c(ccc3nc(NC(=O)c4ccc(S(=O)(=O)N(C)C)cc4)sc32)s1	u	1%[0.46 µM]	5	21%	0%	0.2%	-1%	-6%	-19%	1%	-27%
COC1CCN(C(=O)C2CCC(=O)N(CCc3cccc(F)c3)C2)CC1 (configuration not stated)	0%	-4%	2	-4%	2%	-0.1%	3%	-6%	3%	-9%	u
COc1cc2c(cc1OC)[C@@H](NC(=O)C(C)C)[C@H](OCc1ccccc1)C2	3%	2%	17	7%	x	0.0%	3%	3%[46.1 µM]	-7%	0%	-4%
O=S(=O)(c1ccc2nnn(OCc3ccccc3)c2c1)N1CCOCC1	-1%	-5%	1	-33%	11%	-0.1%	4%	-1%	3%	-1%	14%
COC(CNC(=O)c1ccc2c(c1)nc(C)n2-c1cccc(F)c1)OC	-4%	-2%	34	21%	-4%	-0.7%	-2%	0%	x	1%	-12%
CCN(CC)C(=O)C1CCCN(Cc2ccccc2)C1 (configuration not stated)	-2%	5%	7	-10%	-4%	0.1%	3%	3%	-8%	-9%	13%
O=S(=O)(NC1CCCCCCC1)c1ccccc1F	10%	5%	-11	2%	11%	-0.4%	6%	3%	-5%	-2%	-13%
CC1(C)Cn2c(nnc2-c2cccc(O)c2)S1	-28%	4%	18	-27%	u	-1.0%	0%	x	11%	x	8%
CCCCN(CCCC)c1cn[nH]c(=O)c1Cl	-6%	-4%	8	3%	15%	0.5%	2%	2%[46.1 µM]	1%	-7%	u
Cc1noc(C)c1S(=O)(=O)NCc1ccc(CN(C)C)cc1	-2%	3%	0	-3%	2%	0.2%	3%	0%	-5%	-1%	14%
CC1CCCN(C(=O)c2cccc(S(=O)(=O)N3CCCC3)c2)C1 (configuration not stated)	3%	-9%	9	7%	2%	-0.9%	3%	2%	-26%	-2%	18%
COc1ccc(-c2nnc(SCc3ccc(C(=O)O)cc3)n2N)cc1	-1%	1%	-2	0%	0%	-0.4%	0%	2%	0%	-1%	-17%
CC1CC(C)CN(S(=O)(=O)N2CCC(C(=O)NCCc3ccccc3)CC2)C1 (configuration not stated)	2%	2%	3	10%	-10%	-1.1%	2%	-1%	9%	1%	1%
CCc1cc(=O)oc2cc(C)cc(OCC(=O)NC3CCN(Cc4ccccc4)CC3)c12	4%	0%	7	-1%	1%	-0.2%	1%	-4%	-8%	-7%	u
CCCCn1c(=O)c(CCC(=O)OCC(=O)NCc2ccc(OC)c(OC)c2)nc2ccccc21	u	-3%	-3	8%	-3%	0.1%	1%	4%	-4%	-3%	-1%
CCCCNC(=O)C1CC(c2c(Cl)cccc2Cl)=NO1 (configuration not stated)	0%	8%	-2	2%	1%	-0.9%	1%	8%	u	2%	-22%
CCOc1ccc(N=Nc2c(=O)[nH]n3c(=O)c4c([nH]c23)CCCC4)cc1	0%	8%	-10	-2%	-5%	-0.1%	-1%	2%[46.1 µM]	1%	-1%	-17%
CCOC(=O)C1(C(=O)OCC)CC1c1ccccc1 (configuration not stated)	-1%	-6%	-3	-27%	0%	0.0%	0%	4%	0%	-1%	4%
O=C(O)c1cccc(N2C(=O)Nc3ccccc3N2O)c1	1%	0%	0	5%	-3%	-1.4%	-1%	-5%[46.1 µM]	1%	-2%	-1%
COc1cccc(CC(NC(C)=O)C(=O)NC2CCN(c3nc(C)cc(C)c3C#N)CC2)c1OC (configuration not stated)	-26%	-4%	-8	13%	-4%	3.8%	0%	2%	-1%	-4%	2.8µM*
